# Compound activity deposited in PubChem BioAssay by several laboratories.
# CRFBP-R2 agonist: CRF-BP/CRF-R2 complex agonism | activation, % at 13.2 µM | AID 588473 | 350,000 compounds, 0.46% hits | HEK293 CRF-R2/CRF-BP, calcium dye fluorescence (FLIPR); percent of saturating CRF peptide response;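 active = activation of at least 50%, plus an integration ratio under a set limit after plate pattern correction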;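 note: plate controls were neutral control wells without compound for no effect and CRF at EC100 for full effect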
# M1 PAM parental: M1 PAM counterscreen hit in parental CHO-K1 cells | 360,000 compounds, 0.02% hits | ATP EC20, Fluo-8 calcium fluorescence; 0% at ATP EC20, 100% at ATP max | activation, % at 3 µM;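 active = activation above the run cutoff, the mean activation of all test compounds plus 3 SD, cut at about 40% in these data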;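 note: peak over basal fluorescence ratio in a 140 s read after ATP addition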
# TAAR1 ag: agonists of human TAAR1. CHO RD-HGA16 TAAR1, Fluo-8 calcium fluorescence; vehicle wells 0%, saturating PEA agonist 100%. activation, % at 3 µM. 360,000 compounds, 0.99% hits;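 active = activation above the mean activation of all test compounds in the run plus 3 SD, cut at about 38% in these data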
# Target sequence (Q96RJ0 whole entry, looked up): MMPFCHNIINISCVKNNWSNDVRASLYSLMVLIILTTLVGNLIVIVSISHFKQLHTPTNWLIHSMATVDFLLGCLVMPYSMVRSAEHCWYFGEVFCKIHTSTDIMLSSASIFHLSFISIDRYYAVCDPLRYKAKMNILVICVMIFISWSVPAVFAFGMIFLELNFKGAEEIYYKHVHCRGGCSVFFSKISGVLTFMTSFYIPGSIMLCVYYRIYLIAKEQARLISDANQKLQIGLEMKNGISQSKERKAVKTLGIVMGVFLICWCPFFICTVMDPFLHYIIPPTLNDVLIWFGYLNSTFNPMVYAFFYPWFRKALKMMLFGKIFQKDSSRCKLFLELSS
#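 System: CHO RD-HGA16 cells carrying human TAAR1 plus Gα16; Incubation: 17-24 h seeding, 75 min 37 °C dye, 30 min RT; Measured by: Fluo-8 fluorescence, 5 s baseline then 140 s kinetic read; Control set: DMSO and PEA EC100; Replication: single well for each compound.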
# M5 antag: CHRM5 antagonism in calcium assay; 360,000 compounds, 0.59% hits; inhibition, % at 3 µM; CHO-hM5 cells, Fluo-8 calcium fluorescence, ACh EC80; AID 624040; P08912;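 active = inhibition above a per-plate cutoff, the mean of that plate's test compounds plus 3 SD, cut at about 27% in these data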;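 note: 0% = acetylcholine EC80 with DMSO and 100% = DMSO without agonist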
# Target sequence (P08912 whole entry, looked up): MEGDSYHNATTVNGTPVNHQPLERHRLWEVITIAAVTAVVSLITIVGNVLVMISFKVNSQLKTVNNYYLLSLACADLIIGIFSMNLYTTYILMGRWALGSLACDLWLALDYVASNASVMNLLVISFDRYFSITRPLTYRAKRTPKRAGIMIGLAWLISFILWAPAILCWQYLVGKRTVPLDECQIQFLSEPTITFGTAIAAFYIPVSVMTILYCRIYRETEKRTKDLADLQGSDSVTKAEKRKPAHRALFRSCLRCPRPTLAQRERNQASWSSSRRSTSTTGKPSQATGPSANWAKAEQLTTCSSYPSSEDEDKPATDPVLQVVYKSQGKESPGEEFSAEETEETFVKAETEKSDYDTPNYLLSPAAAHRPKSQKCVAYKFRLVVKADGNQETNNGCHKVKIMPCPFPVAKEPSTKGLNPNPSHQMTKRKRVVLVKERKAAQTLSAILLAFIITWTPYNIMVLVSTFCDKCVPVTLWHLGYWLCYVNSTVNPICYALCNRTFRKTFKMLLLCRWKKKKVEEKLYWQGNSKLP
# CRFR2-BP antag: CRF-BP/CRF-R2 complex antagonism; HEK293 CRF-R2/CRF-BP, CRF-induced calcium fluorescence; inhibition, % at 11.8 µM; 350,000 compounds, 0.59% hits;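 active = inhibition of the ligand-induced calcium signal above about 50% at the single tested concentration, limit read from the data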
# M4 PAM: positive allosteric modulators of human muscarinic M4 receptor. AID 624126. CHO-K1 hM4/Gqi5, Fluo-8 calcium fluorescence, ACh EC20; 0% = ACh EC20, 100% = maximal ACh. P08173. 360,000 compounds, 0.4% hits. activation, % at 3 µM;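 active = activation above its plate's cutoff, the mean activation of sample wells plus 3 SD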; note: some results filed as inactive read as strong as hits
# CHRM5 agonist: agonists of human muscarinic M5 receptor (CHRM5). CHO-K1 hM5 cells, Fluo-8 calcium fluorescence; 0% DMSO wells, 100% maximal acetylcholine response. P08912. activation, % at 3 µM. AID 624037. 360,000 compounds, 0.19% hits;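 active = activation above the run's mean over test compounds plus 3 SD, cut at about 23% in these data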;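 note: signal is peak over basal fluorescence ratio across the kinetic read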
# TAAR1 antagonist: antagonists of human TAAR1; Q96RJ0; CHO RD-HGA16 TAAR1, Fluo-8 calcium fluorescence, antagonist; inhibition, % at 3 µM; 360,000 compounds, 1.5% hits; AID 624466;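 active = inhibition above a per-plate cutoff, the mean inhibition of test compounds on that plate plus 3 SD, cut at about 49% in these data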;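 note: 0% = DMSO plus EC80 beta-PEA response and 100% = DMSO alone without agonist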
#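 Test system – hTAAR1-expressing CHO RD-HGA16 cells, Gα16-coupled · Reagent – β-PEA at EC80 concentration, post-compound challenge · Compound dosing – 3 µM, single point · Timing – 140 s kinetic read after compound, 140 s after agonist · Detection – Fluo-8 intracellular calcium dye fluorescence, real-time kinetic reads · Control set – DMSO and EC80 PEA controls · Repeats – n of 1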
# M5 PAM: potentiates acetylcholine response at human M5 receptor | AID 624038 | activation, % at 3 µM | P08912 | 360,000 compounds, 0.3% hits | CHO-K1 hM5, Fluo-8 calcium, ACh EC20 PAM; 0% = ACh EC20, 100% = ACh EC100;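 active = activation above the run cutoff, the mean activation of all test compounds plus 3 SD, cut at about 18% in these data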
#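 system = human M5 receptor in CHO-K1 cells | reagent = EC20 acetylcholine as agonist stimulus | compound dosing = single-point, 3 µM nominal | incubation = Fluo-8 loading 80 min at 37 °C plus 30 min room temperature | detection = Fluo-8 calcium dye fluorescence, kinetic read | benchmarks = low control EC20 acetylcholine (0%), high control EC100 acetylcholine (100%)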
# The depositor's hits bear a star; x = not tested or not shown.
structure,CRFBP-R2 agonist,M1 PAM parental,TAAR1 ag,M5 antag,CRFR2-BP antag,M4 PAM,CHRM5 agonist,TAAR1 antagonist,M5 PAM
CCN(CC)S(=O)(=O)c1ccc(N2CCCC2)c(NC(=O)C2=NN(c3ccccc3)C(=O)CC2)c1,-0.4,17,-1,-6,31,-2,-2,6,-5
O=C(Nc1cccnc1Oc1ccc(Cl)cc1)c1cccc2ccccc12,1.1,23,1,3,6,-18,3,2,-3
O=C(Cn1cnc(S(=O)(=O)N2CCCCC2)c1)N1CCN(c2ccc([N+](=O)[O-])cc2)CC1,-0.5,33,x,-5,0,1,-1,x,8
O=S(=O)(c1ccc(-c2ccon2)s1)N1CCN(c2ccccn2)CC1,0.4,6,1,19,8,-11,-5,-7,-9
COc1cc2[nH]c3c(=O)n(CCN(C(C)C)C(C)C)cnc3c2cc1OC,2.3,13,5,5,9,-1,-6,2,1
COc1ccc(-c2nnnn2-c2ccc(F)cc2F)cc1,-0.2,-3,4,-1,6,3,-1,-3,6
N#Cc1c(-c2ccccc2Cl)cc(-c2ccccc2)nc1Br,-0.4,0,3,6,7,-7,-5,16,-16
COCCn1nnnc1CN(CCc1ccccc1)Cc1cc2cc(OC)ccc2[nH]c1=O,15,0,83*,-1,-40,-2,0,39,-1
COc1cccc(C(=O)Nc2cc(-c3cn4cccnc4n3)ccc2C)c1,-0.7,13,1,13,-5,-4,-2,11,-5
CCOc1cc(N2CCOCC2)c(OCC)cc1NC(=O)CN1C(=O)NC2(CCCCC2)C1=O,1.1,13,1,-3,4,1,2,4,10
CCCc1nc(SCC(=O)Nc2nc3c(s2)CCCC3)c2ccccc2n1,1.3,-6,-1,-1,-20,12,1,0,-9
CCOC(=O)c1ccc2c(c1)nc(SCC(=O)c1cc3ccccc3o1)n2CC,-0.5,10,3,1,-22,-7,-12,15,-22
O=C(N/N=C\c1c(O)ccc2ccccc12)c1ccc(S(=O)(=O)N2CCCCC2)cc1,203*,18,11,-10,-326,-4,1,11,4
CCN(C(=O)c1c(OC)cccc1OC)c1nnc(-c2cccnc2)s1,0.2,-2,12,-2,-13,-1,2,5,2
Cc1cc(NC(=O)c2cc(F)c(F)cc2Cl)no1,-1.1,24,0,-5,-56,-7,-2,3,0
CCCCn1c(CN2CCN(c3ccc(F)cc3)CC2)nc2c1c(=O)n(C)c(=O)n2C,3.4,8,0,-3,7,3,2,8,-1
Cn1cc(S(=O)(=O)N2CCOCC2)cc1C(=O)Nc1cccc(Cl)c1,1.5,6,1,-1,-3,1,4,-2,-4
Cc1nn(-c2ccc(F)cc2)c(Cl)c1/C=C(\CC(=O)O)c1nc2ccccc2s1,4.0,19,10,-5,18,4,2,7,3
O=C(O)CC(CC(=O)Nc1ccc(Oc2ccccc2)cc1)c1ccccc1 (stereo not drawn),0.5,5,1,7,-12,-3,0,-27,0
CCC(C)[C@H]1CNC(=O)C(=O)N1CC1CCCCC1 (stereo partly drawn),x,8,2,-2,x,9,0,-14,0
O=C(CCl)N=c1sccn1Cc1ccccc1Cl,-0.4,9,-1,2,17,15,0,-43,6
Cc1ccc(NC(=O)c2ccc(NCC3CCCO3)c([N+](=O)[O-])c2)cc1Cl (stereo not drawn),1.6,10,1,4,-10,4,0,-13,4
Brc1ccc(OCc2ccccc2)c(CNCC2CCCO2)c1 (stereo not drawn),1.0,24,2,0,17,-4,-4,3,-5
Cc1cn(COC/C=C/c2ccccc2)c(=O)[nH]c1=O,-1.0,17,11,-3,3,9,-2,-6,5
Cc1ccc(/C=C2/NC(=O)N(Cc3ccccc3F)C2=O)s1,5.9,16,24,3,-35,1,0,30,-4
Cc1c(C(=O)NCC2CCCO2)cccc1[N+](=O)[O-] (stereo not drawn),0.9,-1,2,-8,14,10,-1,18,2
COc1ccccc1C(CNC(=O)CN(C)S(=O)(=O)c1ccc(C)cc1)N1CCCC1 (stereo not drawn),-0.4,0,-1,6,10,-1,-9,-2,2
O=C(NCc1cccs1)C1CC1,0.9,-18,5,7,0,7,-3,7,0
Cc1ccc(CNC(=O)c2ccc[nH]2)cc1,-0.6,-8,3,-2,-24,2,-4,-28,0
CCOC1(OCC)OC(c2ccccc2)=C(C#N)C(C=Cc2ccccc2)C1(OCC)OCC (stereo not drawn),2.5,3,3,-3,2,2,2,1,0
COc1ccc([N+](=O)[O-])c(OC)c1C(=O)Nc1ccc(F)cc1F,-2.1,-22,0,0,3,2,3,-15,6
CCCCN1C(=O)CC(Sc2ncccc2C(=O)O)C1=O (stereo not drawn),-2.1,16,0,2,4,-5,2,0,2
CN1CCN(S(=O)(=O)c2cccc(C(=O)Oc3ccc(C(C)(C)C)cc3)c2)CC1,4.1,9,7,4,-19,-4,1,-31,3
N=C1C(c2nc3ccccc3c(=O)[nH]2)=C(O)CN1CCO,-0.6,6,4,-7,0,-3,1,10,6
CCOc1ccccc1/C=c1\sc2nc(-c3ccco3)nn2c1=O,0.1,12,3,-9,-12,2,-4,3,1
OCCN1CCN(c2nc(-c3ccccc3)c3cc(Cl)ccc3n2)CC1,1.6,14,31,3,-25,6,1,1,5
Cc1ccc(NC(=O)COC(=O)c2ccc3c(c2)OCCO3)cc1,-0.9,24,7,-5,3,6,1,14,3
Cc1ccc(NC(=O)CCCN2C(=S)NC(C)(C)CC2C)cc1 (stereo not drawn),-6.7,0,0,4,3,-5,-5,-8,5
Cc1ccc(Cc2c(C)nc3nc(SCC(=O)NCCCN4CCCCC4)nn3c2C)cc1,1.1,15,2,24,16,-7,-8,-18,-5
CCN(CC)CCn1c2c(c(SCC(=O)Nc3cc(OC)cc(OC)c3)nc1=O)CCC2,-1.6,11,0,4,-5,-5,-2,-6,3
c1cc(CSc2nnc(-c3ccc4c(c3)OCO4)o2)ccn1,-1.1,-8,0,-4,-23,13,2,0,2
Cc1cccc(C(=O)Nc2ccc(S(=O)(=O)N3CCOCC3)cc2)c1[N+](=O)[O-],-1.0,15,2,15,2,-3,-5,-23,-13
C=CCOC(=O)C(=O)/C=C/c1csc2ccccc12,0.5,-14,4,4,-10,11,6,10,8
O=C(NCCC(=O)N(Cc1ccco1)Cc1cccs1)c1ccc(Br)cc1,-1.1,0,8,4,15,-3,0,26,-4
Oc1ccc(-c2ccccc2)cc1CN1CCCCCC1,0.1,15,13,8,-7,-1,-4,-9,-2
COc1ccccc1NC(=O)Cn1nc(Cc2cccnc2)c2ccccc2c1=O,1.3,23,0,-13,-17,-5,3,-32,10
CC(C)(C)C(=O)Nc1ccc(C(=O)NNC(=O)Cc2ccccc2)cc1,5.7,14,4,-1,-53,0,1,5,0
CCOC(=O)N1CCN(c2c(NCc3ccc(Cl)cc3)c(=O)c2=O)CC1,-0.5,22,-2,7,7,6,1,2,-2
O=C1CCN(S(=O)(=O)c2ccccc2)C2CCCCC12 (stereo not drawn),4.3,7,14,-4,8,-1,-2,5,-4
CCc1nc2ccc(C(=O)NC3CCN(C)CC3)cn2c1N(C)CCC(C)C,x,16,3,-2,x,3,-3,-15,-3

# (listing goes on)
structure,CRFBP-R2 agonist,M1 PAM parental,TAAR1 ag,M5 antag,CRFR2-BP antag,M4 PAM,CHRM5 agonist,TAAR1 antagonist,M5 PAM
COc1ccc(C(=O)NN2CCOCC2)cc1[N+](=O)[O-],2.9,17,0,-7,-4,14,-2,9,-2
COc1ccc(CN(Cc2nc3ccccc3c(=O)[nH]2)C(=O)c2ccco2)cc1,-0.3,3,1,-11,1,14,2,6,1
O=C(CBr)c1ccc([N+](=O)[O-])c(CS(=O)(=O)c2ccc(Cl)cc2)c1,-1.7,-10,2,-1,28,-6,2,5,-1
Cc1c(O)ccc2c(=O)c(Oc3ccccc3)coc12,1.3,-8,8,15,8,-11,1,-16,-8
CC(C)C(=O)NN(C(=O)c1ccccc1)c1ccccc1,-0.3,2,1,9,7,-5,-2,-5,-6
O=C(CSc1n[nH]c(-c2cccnc2)n1)Nc1ccc(Br)cc1,0.8,7,10,5,-3,2,-1,-11,2
CCOC(=O)C(=O)Nc1ccc(OCc2ccccc2)cc1,-1.6,-1,1,13,0,-4,2,17,-10
COc1cc2c(cc1OC)CN(C(=O)c1ccc(S(=O)(=O)N3CCCCC3)cc1)CC2,-1.6,8,-1,4,27,11,-4,-34,-3
CSc1nc(SCC(=O)NC(c2ccccc2)c2ccccc2)c2c3c(sc2n1)CN(C)CC3,-0.3,14,0,12,8,-14,-8,-10,-13
O=C(NC12CC3CC(CC(C3)C1)C2)c1cccnc1,1.1,22,9,-1,10,5,-3,8,-3
Cc1cccc(N2CCN(C(=O)c3c(-c4ccccc4Cl)noc3C)CC2)c1C,x,13,-1,5,x,-3,-4,-3,8
CC(=O)N1CCN(C(C)=O)c2ccccc21,-0.5,14,1,11,1,2,-2,-3,1
CCCCC(CC)C(=O)Nc1ncc([N+](=O)[O-])s1 (stereo not drawn),29,-3,12,19,-36,-10,-1,-26,-31
CC(=O)OC1CCC2C3CCC4=CC(=O)CCC4(C)C3CCC2(C)[C@]1(C)O (stereo partly drawn),0.0,-7,10,6,-5,7,4,8,4
Cc1ccc(C(=O)NC2CCN(CC(=O)NCc3cccs3)CC2)cc1,-1.0,-5,0,20,1,-15,-3,-21,-19
O=C(O)c1ccccc1-c1ccccc1C(=O)Nc1ccccc1-c1ccccc1,0.8,14,5,9,2,3,-2,-8,3
Cc1ccc(S(=O)(=O)N2CCN(Cc3cc4c(cc3Br)OCCO4)CC2)cc1,-0.9,17,2,4,1,7,3,-17,2
CNc1nc(Cl)c(SC)c(NCc2ccc(F)cc2)n1,-0.4,3,5,6,28,-15,-5,0,-6
COc1ccc(-n2nnnc2C(c2cccs2)N2CCN(C/C=C/c3ccccc3)CC2)cc1 (stereo not drawn),x,9,12,47*,x,-14,-7,-22,-23
Cc1ccc(/C=C/C(=O)OCC(=O)N(C)c2c(N)n(Cc3ccccc3)c(=O)[nH]c2=O)o1,0.4,2,7,-3,-1,1,0,-30,0
